From PubChem BioAssay
FUS suppressor = qHTS for Suppressors of FUS Proteinopathy: Primary screen using FUS-linked yeast assay | 390,000 compounds, 0.24% hits | S. cerevisiae FUS-expressing, growth rescue, OD600, 24 h | Potency, µM (doses to about 76.6 µM), inactives show top-dose growth rescue (activation), actives largely listed as activators;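 further: potency means the concentration at half of the fitted maximal effect; plate controls were DMSO vehicle for no effect and reference control for full effect; nearly all actives have a fitted effect of over 55% in size; some results filed as inactive show a strong effect at the top dose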
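Read-out: OD at 600 nm after 24hr at 30C, reporting rescue of FUS-induced yeast toxicity. Cells at OD 0.005 in galactose (2%) minimal medium; compounds tested in a dilution series; CP55940 titration from 92uM final as control.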
PI5P4K alpha inh = qHTS for Inhibitors of phosphatidylinositol 5-phosphate 4-kinase (PI5P4K); Phosphatidylinositol 5-phosphate 4-kinase type-2 alpha (Homo sapiens), P48426; 330,000 compounds, 1.2% hits; max response, %; PI5P4Kalpha enzyme, ADP-Glo luminescence, 60 min; hits give low values; active means max response of -50% or lower; inconclusive means between -30% and -50%; inactive means -30% or higher; further: value at the top dose of about 77 µM; on the % scale 0 is the no-effect control and ±100 the full control effect
Target sequence (P48426 whole entry, looked up): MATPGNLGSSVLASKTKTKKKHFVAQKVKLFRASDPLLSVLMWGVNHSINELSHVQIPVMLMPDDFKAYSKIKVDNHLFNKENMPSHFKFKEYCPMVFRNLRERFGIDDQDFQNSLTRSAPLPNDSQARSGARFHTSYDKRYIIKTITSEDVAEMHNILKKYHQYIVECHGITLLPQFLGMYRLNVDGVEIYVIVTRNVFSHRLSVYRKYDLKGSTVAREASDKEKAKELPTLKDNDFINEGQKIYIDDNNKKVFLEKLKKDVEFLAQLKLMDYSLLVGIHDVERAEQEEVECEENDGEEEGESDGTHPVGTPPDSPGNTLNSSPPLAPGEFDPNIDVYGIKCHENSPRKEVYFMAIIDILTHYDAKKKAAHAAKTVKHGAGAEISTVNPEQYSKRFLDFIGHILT
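Controls without substrate or without enzyme flank wells where PI5P4Kalpha converts substrate using 5 microM ATP (final). Incubation lasts 60 minutes at room temperature; ADP formed is read by ADP-Glo luminescence.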
Abeta rescue = qHTS for compounds that reverse cellular toxicity of Amyloid beta (A-beta) peptide in yeast: Primary Screen; Potency, µM (titrated, usually from 46.1 µM), for inactives: at the highest dose growth rescue, most hits filed as activators; 410,000 compounds, 0.063% hits; yeast expressing A-beta42, growth rescue, OD600, 48 h; response scale: 0% DMSO, 100% iron-clioquinol control; further: potency means the concentration at half of the fitted maximal effect; nearly all actives have a fitted effect of over 55% in size
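Yeast growth medium received pinned compounds, then yeast cells expressing toxic A-beta were added; plates incubated at 30 C for 48 hr. Growth read as absorbance at 600 nm, normalized to DMSO and equimolar FeCl3 plus clioquinol controls.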
aSyn yeast inh = qHTS of alpha-syn Inhibitors | Potency, µM (highest dose often 46.1 µM), for the others: top-dose growth rescue (activation), usual class: activators | Yeast expressing alpha-synuclein, growth rescue, BacTiter-Glo, 24 h | 370,000 compounds, 0.14% hits; further: potency means the concentration at half of the fitted maximal effect; % of control where 0% means no effect; nearly all actives have a fitted effect of over 65% in size
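Galactose-induced alpha-syn yeast (OD600=0.02, raffinose-pregrown) + pinned cpd, 24 hr, 30 deg C; growth by BacTiter-Glo luminescence. Growth restoration scores as activation.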
EPAC1 antagonist = qHTS for Antagonist of cAMP-regulated guanine nucleotide exchange factor 3 (EPAC1): primary screen; Rap guanine nucleotide exchange factor 3 (Homo sapiens), O95398; EPAC1 GEF assay, Rap1b-BODIPY-GDP exchange fluorescence; Potency, µM (top dose mostly 115 µM), for inactives: top-dose activity change, negative = inhibition, most hits filed as inhibitors; 360,000 compounds, 0.14% hits; AID 720709, 2013;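 further: potency means the concentration at half of the fitted maximal effect; plate controls were vehicle for no effect and positive control for full effect; nearly all actives have a fitted effect of over 50% in size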
PLK1 PBD block = qHTS for Inhibitors of PLK1-PDB (polo-like kinase 1 - polo-box domain): Primary Screen; Serine/threonine-protein kinase PLK1 (Homo sapiens), P53350; Plk1 PBD binding of FITC phosphopeptide, fluorescence polarization; Potency, µM, inactives show max response, negative = inhibition, usual class: inhibitors; 360,000 compounds, 2.8% hits; further: potency means the concentration at half of the fitted maximal effect; series mostly up to about 57 µM; on the % scale 0 is the no-effect control and ±100 the full control effect; nearly all actives have a fitted effect of over 65% in size
Target sequence (P53350 whole entry, looked up, the tested form may be a part): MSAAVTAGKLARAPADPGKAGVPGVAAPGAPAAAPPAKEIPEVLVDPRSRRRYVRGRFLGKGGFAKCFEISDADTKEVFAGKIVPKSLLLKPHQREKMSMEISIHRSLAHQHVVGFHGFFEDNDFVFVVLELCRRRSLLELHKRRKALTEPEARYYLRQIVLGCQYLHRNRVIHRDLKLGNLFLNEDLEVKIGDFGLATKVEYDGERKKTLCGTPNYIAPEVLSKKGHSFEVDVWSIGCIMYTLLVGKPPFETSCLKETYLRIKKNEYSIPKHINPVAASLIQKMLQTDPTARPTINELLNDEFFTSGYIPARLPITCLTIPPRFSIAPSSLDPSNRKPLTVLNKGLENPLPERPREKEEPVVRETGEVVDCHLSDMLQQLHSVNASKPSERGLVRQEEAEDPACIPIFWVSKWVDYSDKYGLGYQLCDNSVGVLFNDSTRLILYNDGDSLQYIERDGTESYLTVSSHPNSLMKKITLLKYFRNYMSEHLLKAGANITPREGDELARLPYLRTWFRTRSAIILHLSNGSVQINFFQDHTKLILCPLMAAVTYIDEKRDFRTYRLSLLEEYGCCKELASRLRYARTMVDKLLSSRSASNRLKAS
IL-2 act = qHTS of IL-2 Activators; IL-2 activation reporter assay, cell-based qHTS; stimulated with anti-CD3/CD4/CD28 beads; in transgenic mouse T cells; AID 652025, 2013; activation, % (series mostly up to about 46 µM); 360,000 compounds, 0.065% hits; in the data active means activation above about 50%; inconclusive means mostly about 30% to 49%; further: 0% is about no effect
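First, unstimulated transgenic mouse T cells were exposed to compound for 60 min. Next, anti-CD3/anti-CD4-coated beads with anti-CD28 were added. Finally, after 18 h at 37 degrees C, EGFP and DsRed were imaged.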
EPAC1 ag = qHTS for Agonist of cAMP-regulated guanine nucleotide exchange factor 3 (EPAC1): primary screen | 360,000 compounds, 0.073% hits | Potency, µM (titrated, usually from 154 µM), for inactives: at the highest dose activation, usual class: activators | EPAC1 agonist qHTS, biochemical assay; response scale: 100% = response to 6.5 mM cAMP | AID 720707, 2013 | Rap guanine nucleotide exchange factor 3 (Homo sapiens), O95398; further: potency means the concentration at half of the fitted maximal effect; nearly all actives have a fitted effect of over 60% in size
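Fluorescent GDP-exchange assay: 100 nM EPAC1 with 250 nM Rap1B preloaded with BODIPY-GDP and 50 uM GDP; compounds tested as concentration series, 5 min at room temperature, then read every 5 min for 30 min (ex 480/em 540 nm); normalized to 6.5 mM cAMP.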
WRN helicase inh = qHTS for Inhibitors of WRN Helicase; Bifunctional 3'-5' exonuclease/ATP-dependent helicase WRN (Homo sapiens), Q14191; WRN helicase unwinding, fluorescent forked duplex, kinetic; Potency, µM (titrated, usually from 114 µM), inactives show at the highest dose activity change, negative = inhibition, hits mostly inhibitors; 360,000 compounds, 0.46% hits; AID 651768, 2012; further: potency means the concentration at half of the fitted maximal effect; on the % scale 0 is the no-effect control and ±100 the full control effect; nearly all actives have a fitted effect of over 55% in size
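Screening of the MLSMR collection measured strand separation of a quenched forked DNA duplex (100 nM) by 20 nM WRN with 2 mM ATP, all final. Compounds were preincubated with enzyme 15 min at room temperature.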
* hit, by the source's call; ? = inconclusive; . = not tested or not shown; [ ] = another dose, or the depositor's remark. Unless noted, the call rests on the fitted dose curve; in most records, active means well fitted curve in the direction sought with a large enough effect; inconclusive means small, poorly fitted or top-dose-only effect, or another doubt; inactive means no such curve, though single readings can be large; an effect the other way counts as inactive or inconclusive.

molecule,WRN helicase inh,aSyn yeast inh,IL-2 act,Abeta rescue,PI5P4K alpha inh,FUS suppressor,EPAC1 antagonist,EPAC1 ag,PLK1 PBD block
C=CCNC(=O)NC(=O)COC(=O)/C=C/c1cccc([N+](=O)[O-])c1,-2%,2%,0.0,-1%,-83*,-3%,-3%,11%,-5%
CCOc1ccc(S(=O)(=O)Nc2ccc(C(=O)NCC(C)(C)N3CCOCC3)cc2)cc1,-5%,-7%,-5.0,1%,5,26%,8%,8%,-7%
O=C(CC(=O)c1ccccc1)Nc1ccccc1C(F)(F)F,11%,-2%,-0.4,-9%,1,38%,-12%,14%,-11%
O=C(Cc1ccccc1)Nn1c(-c2ccccc2F)nc2ccccc2c1=O,5%,-1%,-0.2,4%,1,1%,-14%,1%,-7%
Cc1nc(Oc2ccccc2)c2ccsc2n1,4%,6%,0.4,-9%,-7,-3%,11%,3%,-3%
CCN(C(=O)COC(=O)c1ccc(F)c(S(=O)(=O)N2CCOCC2)c1)C1CCS(=O)(=O)C1 (stereo not given),-10%,3%,0.0,-6%,-5,5%,-2%,-4%,-11%
CCC(=O)Nc1ccc(-c2nnc(SCC(=O)N3CCCCC3)n2C)cc1,-6%,-1%,0.6,4%,0,7%,-9%,12%,0%
C=CCn1c(SCC(=O)N2CC(C)OC(C)C2)nnc1-c1ccncc1 (stereo not given),6%,-3%,0.2,6%,0,-17%,-14%,9%,-14%
COc1cccc(NC(=O)CSCc2cc(=O)n3ccsc3n2)c1,0%,-6%,-1.1,1%,2,-15%,-10%,2%,-16%
O=C(N/N=C/c1ccc(O)c(O)c1)c1cccc(S(=O)(=O)N2CCCCC2)c1,-15%,0%,1.3,4%,-6,20%,-8%,2%,-14%
COc1cccc2cc(-c3n[nH]c(=S)n3C)oc12,-15%,-2%,1.0,2%,?,11%,-16%,5%,-6%
Fc1ccc(NC(=S)Nc2ccc3nccnc3c2)cc1,5%,-6%,-0.9,9%,-2,-22%,-11%,-9%,-10%
Cc1ccc(C(c2nnnn2CC2CCCO2)N2CCN(C(=O)c3ccco3)CC2)cc1 (stereo not given),-5%,2%,-1.8,24%,1,9%,0%,-1%,-1%
Cc1ccc(NC(=O)CN2C(=O)N/C(=C/c3ccc(N4CCOCC4)cc3)C2=O)cc1,-29%[57.1 µM],-9%,1.0,1%,1,15%,11%,5%,3%
CC(C)(C)NNC(=S)Nc1cccc(C(F)(F)F)c1,0%,-1%,-5.2,?,0,0%,-22%,5%,-5%
COc1ccc2nc(NC(=O)c3ccccc3-c3ccccc3C(=O)O)sc2c1,-2%,6%,0.4,14%,0,-41%,-12%,3%,-2%
COc1ccc(-c2cc(C(=O)N3CCN(c4ccccc4)CC3)c3ccccc3n2)cc1OC,-18%,10%,-1.3,-5%,-1,28%,-13%,15%,0%
COc1ccc(S(=O)(=O)n2ccc(C(C)Oc3ccc(-c4ccccc4)c(F)c3)n2)cc1 (stereo not given),4%,-2%,-2.8,1%,11,-5%,-6%,-8%,1%
CCN1CCc2c(sc(NC(=O)c3ccc(S(=O)(=O)N4CCOCC4)cc3)c2C(=O)OC)C1,5%,-2%,-0.4,-10%,2,35%,-8%,-3%,-13%
Cc1cc(C)nc(SCC(=O)OCN2C(=O)c3ccccc3C2=O)n1,-26%,0%,-2.1,-7%,-5,.,10%,-14%,-5%
COc1ccc(C(=O)NC2CCCCCC2)cc1OC1CCN(C(C)=O)CC1,11%[57.1 µM],6%,-3.8,3%,-2,1%,-5%,-7%,4%
c1ccc(CC2CNc3ccccc3CN2)cc1 (stereo not given),-9%,-8%,-1.3,-2%,-3,24%,18%,3%,-4%
O=Nc1c(O)n(Cc2c(Cl)cccc2Cl)c2ccccc12,7%,-1%,-0.4,9%,?,.,-5%,-7%,-12%
O=C(NCc1ccc(N2CCCC2=O)cc1)c1cnccn1,2%,-4%,-0.4,9%,1,9%,-5%,-11%,0%
COc1ccc(/C=C2\SC(=NCc3ccccc3)NC2=O)cc1,-26%,8%,0.5,-6%,3,.,9%,-4%,-7%
O=C(CNC(=O)c1ccccc1F)OCc1nc2ccc(Cl)cc2n1CCO,-9%,-2%,0.1,?,3,4%,-9%,-1%,-14%
OC1C2(Cc3ccccc3)CN3CCN(C2)CC1(Cc1ccccc1)C3 (stereo not given),15%,-3%,-0.2,9%,-9,32%,-11%,1%,-11%
COc1cc(/C=C2/C(=O)ON=C2c2ccccc2)ccc1O,?,-1%,0.7,-19%,?,8%,9%,2%,?
CCOc1ccc(N2C(=O)CC(SC(=NC)Nc3ccc(F)cc3)C2=O)cc1 (stereo not given),-1%,-5%,-2.0,21%,9,3%,15%,-14%,1%
COc1ccc(NC(=O)C(=O)N/N=C(\C)CC(=O)Nc2cc(C)ccn2)c(OC)c1,-13%,0%,1.8,-1%,3,-6%,8%,2%,-1%
Cc1ccc(S(=O)(=O)c2ncccc2[N+](=O)[O-])cc1,50µM*,-39%[inhibitor],-3.4,-71%[inhibitor],-1,-25%,-18%,-2%,-25%
CCc1c(-c2ccccc2)nc2sc3c(c2c1N)CCCC3,-17%,0%,-1.1,14%,-2,10%,-27%,21%,-4%
CCOc1ccc(C(=O)NC(C)CCc2ccccc2)cc1 (stereo not given),-2%,3%,0.8,13%,0,-10%,-18%,1%,-5%
Nc1nc(-c2c(Cl)cccc2Cl)no1,4%,-5%,-0.2,-16%,2,-11%,-13%,-6%,9%
Cc1ccc2nc(C3CCCCC3)[nH]c2c1,4%,-6%,-3.7,-12%,-2,-13%,11%,-7%,0%
CCC(C)NC(=O)COC(=O)c1oc2ccccc2c1CSc1ccc(Cl)cc1 (stereo not given),-5%,2%,0.9,-11%,3,-5%,-17%,-5%,-5%
NC(=O)c1ncn([C@@H]2O[C@H](CNCc3ccc(OCC(=O)Nc4nccs4)cc3)[C@@H](O)[C@H]2O)n1,-4%,-10%,0.2,8%,-64*,-7%,-3%,-16%,-17%
O=C(Nc1cc(-c2ccccc2)[nH]n1)c1ccccc1F,6%,-9%,1.8,-41%[inhibitor],-1,0%,2%,-3%,-4%
Nc1cc(OC(=O)c2ccco2)nn1S(=O)(=O)c1ccc(F)cc1,?,14%,-2.6,-1%,-7,-5%,-1%,4%,?
C=CCOc1c(Br)cc(/C=C2/NC(=S)N(C(C)=O)C2=O)cc1OC,?,2%,9.0,-14%,?,4%,?,12%,-17%

Ordered by value in IL-2 act (highest first): 3 of the compounds above
SMILES,IL-2 act
O=C(Nc1cc(-c2ccccc2)[nH]n1)c1ccccc1F,1.8
Nc1cc(OC(=O)c2ccco2)nn1S(=O)(=O)c1ccc(F)cc1,-2.6
Cc1ccc2nc(C3CCCCC3)[nH]c2c1,-3.7

New compounds follow
molecule,WRN helicase inh,aSyn yeast inh,IL-2 act,Abeta rescue,PI5P4K alpha inh,FUS suppressor,EPAC1 antagonist,EPAC1 ag,PLK1 PBD block
Cc1ccsc1/C=C1/C(=O)NN(c2ccccc2)C1=O,-35%[57.1 µM],-3%,1.2,-19%,-16,17%,1%,10%,-21%
CCC(C)NC(=O)CSc1nc2ccccc2c(=O)n1-c1c(C)n(C)n(-c2ccccc2)c1=O (stereo not given),1%,1%,-0.4,12%,3,4%,6%,6%,-2%
O=C(N/N=C/c1ccncc1)c1cc([N+](=O)[O-])cc([N+](=O)[O-])c1,-8%,-1%,-2.2,8%,8,-13%,-12%,10%,-6%
COC(=O)c1ccc(NC(=S)NCc2ccco2)cc1,-22%,-1%,-0.5,-16%,-1,18%,-26%,9%,-14%
C=CCn1c2ccccc2c2nnc(SCC(=O)O)nc21,-31%,-1%,-1.2,15%,-21,12%,-23%,2%,-20%
CCc1c(C)nc2c(-c3ccccc3)c(C)[nH]n2c1=O,-29%,-7%,1.4,-8%,0,8%,1%,10%,-12%
CCOc1ccc(N2CC(NC(=O)c3ccc4ccccc4c3)CC2=O)cc1 (stereo not given),-2%,-3%,-5.2,13%,6,34%,1%,-2%,-10%
COc1ccc(NC(=O)C2(C)Cc3c(-c4cccc(C(N)=O)c4)ccnc3O2)cc1OC (stereo not given),14%,0%,-1.0,-4%,3,5%,4%,-7%,6%
Cc1cccc(OCC(=O)N/N=C/c2cccn2C)c1,-3%,-13%,0.1,3%,-4,14%,-1%,6%,-4%
CC(C)OC(=O)CSc1nnc(-c2cnccn2)n1-c1ccc(Cl)cc1,1%,9%,-3.4,-10%,-2,12%,0%,-3%,0%
COc1ccc(NC(=O)Cc2ccc(Cl)cc2)cc1NC(=O)c1ccco1,-12%,-1%,-1.7,8%,.,48%,4%,-3%,-8%
O=S(=O)(/C=C/c1ccccc1)NC1CCCCCCC1,-11%,4%,-1.6,-61%[inhibitor],-5,8%,-8%,3%,4%
CN(C)C(=O)N1CCC(C(=O)NCc2ccc(F)cc2)CC1,-6%,2%,-1.7,-5%,1,-18%,-19%,-13%,-3%
Cc1onc(-c2ccccc2Cl)c1C(=O)NNC(=O)c1ccc(F)cc1,4%,2%,0.3,-4%,1,2%,4%,0%,-3%
CN(C)C(=O)C1CC(=O)OC12CCCCC2 (stereo not given),-3%,0%,0.6,2%,11,-7%,-3%,13%,0%
